# Assay outcomes (PubChem)
# NCI-60 one-dose screen, 48 h, at 10 µM unless noted. Numbers give growth in % (100 = growth as untreated, 0 = no growth, -100 = all killed).
# SK-MEL-2 – SK-MEL-2 melanoma | hit rate 4.7% among 77,000 | AID 1794763
# SK-MEL-28 – SK-MEL-28 melanoma; hit rate 4.1% among 81,000; AID 1794761
# UACC-257 – UACC-257 melanoma; AID 1794764; hit rate 4.4% among 78,000
# MDA-MB-435 – MDA-MB-435 melanoma; hit rate 7.8% among 82,000; AID 1794794
# SK-MEL-5 – SK-MEL-5 melanoma. hit rate 6.4% among 80,000
# UACC-62 – UACC-62 melanoma; hit rate 5.4% among 81,000; AID 1794756
# MALME-3M – MALME-3M melanoma. AID 1794766. hit rate 5.8% among 78,000
# LOX IMVI – LOX IMVI melanoma. hit rate 7.4% among 79,000
# Numbers without * were called inactive; . = no result given; & = joins results of further samples; [ ] = remark or other dose. The calls were made as follows: active = growth percent below 10; inactive = the rest.
1	COc1cccc(Oc2ccccc2NC(=O)CNC(=O)c2cccc3ccccc23)c1
2	COc1ccc(/C=C(/CC(=O)c2ccc(Cl)c(Cl)c2)C(=O)NN)cc1
3	O=C(O)c1ccccc1Oc1cccc(C(F)(F)F)c1
4	CC1CCCNC1C (configuration not stated)
5	CCCCCCCCCCCCNC(=O)[C@H]1CSC(c2ccsc2)N1 (some centres not stated)
6	CN(Cc1ccccc1)c1nc(Cl)c(/C=C/C(=O)c2ccc(Cl)cc2)s1
7	O=C(NC(Cc1ccccc1)C(=O)O)c1ccccc1 (configuration not stated)
8	O=C1C=CC(=Nc2ccc3c(c2)Cc2ccccc2-3)O1
9	CCCCOCCOCCOC(=O)COc1ccc(OC)cc1
10	Cc1cn(C(C)C)c(=O)[nH]c1=O
Screen / compound no.	1	2	3	4	5	6	7	8	9	10
SK-MEL-2	30[5 µM]	100	95	139	-91*	102	118	94	97	90
SK-MEL-28	57[5 µM]	102	110	106	-88*	95	107	110	102	105
UACC-257	84[5 µM]	79	87	96	-87*	86	103	99	111	75
MDA-MB-435	-21*[5 µM]	90	98	115	-98*	89	102	106	99	111
SK-MEL-5	12[5 µM]	.	99	114	37	81	98	98	97	103
UACC-62	16[5 µM]	78	92	93	-94*	78	102	89	97	97
MALME-3M	51[5 µM]	96	104	106	-70*	93	110	94	108	110
LOX IMVI	26[5 µM]	89	97	99	-90*	32	95	94	104	106

11	O=C(O)c1occ(Cl)c1Cl
12	O=C1NC(c2ccc(O)cc2)=CC(c2c[nH]c3ccccc23)N1 (configuration not stated)
13	NCC(O)C(O)C(O)CO (configuration not stated)
14	CCCCCCCCCC(C)(N)C(=O)O (configuration not stated)
15	COc1ccc(C2=NN(/C=c3\s/c(=C(\C#N)C(=O)Nc4ccccc4)n(-c4ccccc4)c3=O)C(c3ccc(OC)cc3)C2)cc1 (configuration not stated)
16	COc1cccc2c1C(=O)c1c(O)c3c(c(O)c1C2=O)CC(O)(/C(C)=N/NC(=O)CCCCC(=O)N/N=C(\C)C1(O)Cc2c(O)c4c(c(O)c2C(OC2CC(N)C(O)C(C)O2)C1)C(=O)c1c(OC)cccc1C4=O)CC3OC1CC(N)C(O)C(C)O1 (configuration not stated)
17	Cc1ccccc1NC(=O)CSC#N
18	CC1=NN(c2nc(-c3c(O)cc(C)oc3=O)cs2)C(=O)/C1=C\c1cccc(O)c1O
19	CN1c2ccccc2S(=O)(=O)n2nc(CCSc3nc4ccccc4s3)nc21
20	COc1ccc2c(c1)C=C1CSCC3=Cc4cc(OC)ccc4OC13O2
Screen / compound no.	11	12	13	14	15	16	17	18	19	20
SK-MEL-2	120	89	100	114	103	-57*[5 µM]	99	93	99	53
SK-MEL-28	116	96	113	109	104	-77*[5 µM]	101	105	91	60
UACC-257	108	89	.	97	97	-34*[5 µM]	86	106	93	75
MDA-MB-435	99	81	115	105	99	-88*[5 µM]	104	103	120	-40*
SK-MEL-5	113	92	101	111	100	-89*[5 µM]	102	101	70	14
UACC-62	112	92	97	101	94	-93*[5 µM]	98	111	94	14
MALME-3M	.	87	104	103	95	-67*[5 µM]	99	94	95	45
LOX IMVI	100	77	105	.	91	1.3*[5 µM]	94	94	80	24

21	Clc1ccc(/C=N\Nc2ccccn2)c(Cl)c1
22	O=C(CI)Nc1ccc(O)c(C(=O)O)c1
23	C/C=C/C=N/N(C(=O)c1cc([N+](=O)[O-])cc([N+](=O)[O-])c1)C1=NC(c2ccccc2)C(c2ccccc2)=NN1 (configuration not stated)
24	CCCN1CCN(c2ccc3nc(-c4ccc5nc(-c6cc(OC)ccc6OC)[nH]c5c4)[nH]c3c2)CC1
25	COc1ccc(-c2c(C#N)cnc(N)c2-c2nc3cc(C)c(C)cc3[nH]2)cc1
26	O=[N+]([O-])c1ccc(CS(=O)c2ccccc2)cc1 (configuration not stated)
27	Cc1cnc(NC(=O)CSc2nnc(-c3cccnc3SCc3ccccc3)o2)s1
28	O=[N+]([O-])c1ccc2c(c1[N+](=O)[O-])CCCC2
29	CC1(C)CCCN1CCCN1c2ccccc2Sc2ccc(Cl)cc21
30	CC(=O)CCC1CC(=O)OC1(C)C (configuration not stated)
Screen / compound no.	21	22	23	24	25	26	27	28	29	30
SK-MEL-2	100	99	104	118	41	97	94	83	117	97&103
SK-MEL-28	101	103	114	99	77	101	106	106	72	107&114
UACC-257	91	95	94	110	70	101	95	99	105	98&104
MDA-MB-435	98	99	108	106	-5.1*	93	96	110	52	103&105
SK-MEL-5	101	103	96	100	32	95	78	95	2.2*	98&102
UACC-62	94	105	96	110	56	95	72	102	76	102&105
MALME-3M	.	102	106	139	46	113	100	98	67	102&103
LOX IMVI	96	98	93	-83*	60	111	73	90	58	98&96

31	O=C1COCCN1c1ccc(N2C(=O)C(Cl)C2c2cn(Cc3cccc4ccccc34)c3ccccc23)cc1 (configuration not stated)
32	Cc1ccc(NC(=O)Cn2cc(CSc3nnc4oc5ccccc5n34)nn2)cc1C
33	COc1ccc(-c2nc3cc(C(=O)O)ccc3n2C2CCCCC2)cc1
34	CCC1(/C=N/NC(N)=S)NC(=O)NC1=O (configuration not stated)
35	COc1cc(C2=NN(C=O)C(c3sc(N4CCOCC4)nc3Cl)C2)cc(OC)c1OC (configuration not stated)
36	CCCCNC(=O)Oc1ccc(/C(=C(/C)Cc2ccc(OC)cc2)c2ccc(OCCN3CCCC3)cc2)cc1
37	Clc1ccc(C2CCCCC2)cc1
38	CC(C(=O)c1c([O-])on[n+]1-c1ccccc1)N1CCN(C)CC1 (configuration not stated)
39	COc1cccc(CC2(N3CCC(CN(CC(F)(F)F)C(=O)c4cc5ccccc5[nH]4)CC3)CC2)c1
40	C/C(=N\N=C(/C)c1ccc(O)cc1)c1ccc(O)cc1
Screen / compound no.	31	32	33	34	35	36	37	38	39	40
SK-MEL-2	94	92	98	109	101	85	108	77	73	106
SK-MEL-28	111	101	100	111	103	-0.4*	107	108	85	112
UACC-257	91	104	105	.	95	43	92	94	67	92
MDA-MB-435	105	102	104	105	97	56	102	109	75	97
SK-MEL-5	97	95	90	102	97	47	105	99	31	92
UACC-62	88	73	88	104	100	45	102	95	63	79
MALME-3M	101	96	117	107	91	59	113	107	64	86
LOX IMVI	92	89	96	102	93	-67*	96	93	62	93

41	COc1ccc(OC)c(/C=C/c2nnc(Nc3ccc(Cl)cc3)o2)c1
42	COc1ccc(/C=C/C=C/C(=O)c2ccc(NC(=O)Nc3ccc([N+](=O)[O-])cc3)cc2)cc1
43	O=C(NN=C1CCCCC1)c1ccc([N+](=O)[O-])cc1
44	O=C(c1cccs1)c1sccc1Cc1ccccc1
45	NC(N)=N/N=C/c1cccc(O)c1
46	C#CC(C)(C)Nc1ccccc1
47	CN(C)c1ccc(C2=NN(c3ccc(S(N)(=O)=O)cc3)C(c3ccc(Cl)cc3)C2)cc1 (configuration not stated)
48	CCOC(=O)C1=NN(c2ccccc2)C(=O)C1N=Nc1c(Br)cc(S(N)(=O)=O)cc1Br (configuration not stated)
49	CS(=O)(=O)N1CCN(S(=O)(=O)c2ccc3c(c2)CN(C(=O)C(F)(F)F)CC3)CC1
50	BrCC(Br)(CBr)CBr
Screen / compound no.	41	42	43	44	45	46	47	48	49	50
SK-MEL-2	101	94	103	93	110	95	83	110	120	110
SK-MEL-28	92	86	100	115	110	109	98	112	107	113
UACC-257	100	86	102	95	98	94	92	92	96	98
MDA-MB-435	70	70	95	105	111	90	58	103	107	108
SK-MEL-5	70	71	101	115	104	108	73	105	101	105
UACC-62	76	48	.	93	95	.	70	98	97	103
MALME-3M	41	93	96	.	102	101	93	106	103	99
LOX IMVI	68	69	103	95	102	96	57	91	.	95

# Part of the list above, set out differently.
item	smiles	SK-MEL-2	SK-MEL-28	UACC-257	MDA-MB-435	SK-MEL-5	UACC-62	MALME-3M	LOX IMVI
34	CCC1(/C=N/NC(N)=S)NC(=O)NC1=O (configuration not stated)	109	111	.	105	102	104	107	102
35	COc1cc(C2=NN(C=O)C(c3sc(N4CCOCC4)nc3Cl)C2)cc(OC)c1OC (configuration not stated)	101	103	95	97	97	100	91	93
36	CCCCNC(=O)Oc1ccc(/C(=C(/C)Cc2ccc(OC)cc2)c2ccc(OCCN3CCCC3)cc2)cc1	85	-0.4*	43	56	47	45	59	-67*
37	Clc1ccc(C2CCCCC2)cc1	108	107	92	102	105	102	113	96
38	CC(C(=O)c1c([O-])on[n+]1-c1ccccc1)N1CCN(C)CC1 (configuration not stated)	77	108	94	109	99	95	107	93
39	COc1cccc(CC2(N3CCC(CN(CC(F)(F)F)C(=O)c4cc5ccccc5[nH]4)CC3)CC2)c1	73	85	67	75	31	63	64	62
40	C/C(=N\N=C(/C)c1ccc(O)cc1)c1ccc(O)cc1	106	112	92	97	92	79	86	93
41	COc1ccc(OC)c(/C=C/c2nnc(Nc3ccc(Cl)cc3)o2)c1	101	92	100	70	70	76	41	68
42	COc1ccc(/C=C/C=C/C(=O)c2ccc(NC(=O)Nc3ccc([N+](=O)[O-])cc3)cc2)cc1	94	86	86	70	71	48	93	69
43	O=C(NN=C1CCCCC1)c1ccc([N+](=O)[O-])cc1	103	100	102	95	101	.	96	103
44	O=C(c1cccs1)c1sccc1Cc1ccccc1	93	115	95	105	115	93	.	95
45	NC(N)=N/N=C/c1cccc(O)c1	110	110	98	111	104	95	102	102
46	C#CC(C)(C)Nc1ccccc1	95	109	94	90	108	.	101	96
47	CN(C)c1ccc(C2=NN(c3ccc(S(N)(=O)=O)cc3)C(c3ccc(Cl)cc3)C2)cc1 (configuration not stated)	83	98	92	58	73	70	93	57
48	CCOC(=O)C1=NN(c2ccccc2)C(=O)C1N=Nc1c(Br)cc(S(N)(=O)=O)cc1Br (configuration not stated)	110	112	92	103	105	98	106	91

# (listing goes on)
51	Cc1ccc(/C=C2\CNC/C(=C\c3ccc(C)cc3)C2=O)cc1
52	BrCc1ccc(CCc2ccc(CBr)cc2)cc1
53	C#CC(C)(CC)NC(=O)OCC (configuration not stated)
54	COc1cccc(OC)c1/C=C1\C(=N)N=C(SCc2nc3ccccc3[nH]2)NC1=O
55	O=C1CSC(c2cn(-c3ccccc3)nc2-c2ccc(Cl)c(Cl)c2)N1c1cccc(F)c1 (configuration not stated)
56	Cc1nc2ccccc2c(=O)n1-c1cccc(OCc2cn(-c3ccc(O)cc3)nn2)c1
57	Clc1ccc2c(NCCNc3nc(-c4ccccc4)cc(-c4ccccc4)n3)ccnc2c1
Screen / compound no.	51	52	53	54	55	56	57
SK-MEL-2	61	95	114	104	117	95	-11*
SK-MEL-28	.	106	113	114	107	109	-91*
UACC-257	-21*	101	103	103	104	95	78
MDA-MB-435	-48*	109	102	104	100	110	-83*
SK-MEL-5	-97*	106	104	101	103	89	-93*
UACC-62	-89*	103	105	96	103	93	.
MALME-3M	29	94	90	88	105	103	-89*
LOX IMVI	-69*	99	97	94	104	102	-77*
